Compound activity as filed in PubChem.
DENV2 CPE rescue: protects cells from dengue virus 2 cytopathic effect | AID 651640 | CPE inhibition, % at 9.99 µM | hit rate 1.7% among 350,000 | DENV2-infected cells, cytopathic effect rescue, plate reader; in the data active = CPE inhibition above about 20%, passing the limit was not always enough; tested in BHK-21 cells;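 also: 0% = median of neutral control wells and 100% = median of positive control wells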
ERp5 inh: inhibitors of human ERp5. ERp5 insulin aggregation, absorbance 650 nm, 90 min. inhibition, % at 9.99 µM. Q15084. hit rate 0.05% among 350,000;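 active = mean replicate inhibition above about 25%, with every replicate also reaching it, limit read from the data, passing the limit was not always enough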
Target sequence (Q15084 whole entry, looked up): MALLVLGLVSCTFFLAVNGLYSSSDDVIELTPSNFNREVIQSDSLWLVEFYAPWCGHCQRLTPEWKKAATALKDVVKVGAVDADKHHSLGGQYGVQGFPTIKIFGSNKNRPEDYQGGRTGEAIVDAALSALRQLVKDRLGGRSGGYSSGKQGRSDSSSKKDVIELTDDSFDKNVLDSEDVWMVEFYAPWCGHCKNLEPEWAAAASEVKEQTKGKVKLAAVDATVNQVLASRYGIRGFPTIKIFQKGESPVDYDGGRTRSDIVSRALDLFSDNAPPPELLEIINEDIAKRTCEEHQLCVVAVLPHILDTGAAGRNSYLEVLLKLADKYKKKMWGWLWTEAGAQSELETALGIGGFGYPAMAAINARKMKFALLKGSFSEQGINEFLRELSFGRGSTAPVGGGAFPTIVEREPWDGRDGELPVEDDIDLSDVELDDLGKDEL
CASP6 VEID inh: inhibitors of human caspase-6; hit rate 0.53% among 350,000; P55212; purified caspase-6, Z-VEID-R110 cleavage fluorescence; AID 686996; inhibition, % at 12.5 µM;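 active = mean inhibition across replicates at least about 35%, with every replicate also reaching that limit, limit read from the data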;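 also: 0% = median of neutral control wells and 100% = no fluorescence left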
Target sequence (P55212 24-179 limits assumed): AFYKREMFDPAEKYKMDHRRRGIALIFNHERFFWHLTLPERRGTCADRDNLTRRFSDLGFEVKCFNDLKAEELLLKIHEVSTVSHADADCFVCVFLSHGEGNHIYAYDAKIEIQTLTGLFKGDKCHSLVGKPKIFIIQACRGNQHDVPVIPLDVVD
Target sequence (P55212 194-293 limits assumed): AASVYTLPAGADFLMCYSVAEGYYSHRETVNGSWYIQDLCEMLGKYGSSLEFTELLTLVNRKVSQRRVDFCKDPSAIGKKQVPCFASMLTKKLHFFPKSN
miR122 inh: inhibitors of miR-122 in Huh7 cells | Huh7 miR-122 Renilla luciferase sensor, 48 h; neutral wells = 0, positive control = 100 | activation (reporter increase), % at 12.5 µM | hit rate 0.3% among 340,000 | AID 602342;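 active = mean replicate activation score at least 90 and every replicate individually at or above 90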;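 also: higher luciferase means less miR-122 activity so hits act as miR-122 inhibitors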
ERAP1 HTS inh: blocks human ERAP1 aminopeptidase activity; recombinant ERAP1, Leu-AMC fluorescence, 60 min; inhibition, % at 10.7 µM; hit rate 0.15% among 340,000;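 active = mean replicate inhibition of at least 30%, or all replicates individually reaching that 30% level; inactive = mean below 30% and not every replicate reaching it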;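 also: 0% = neutral control wells and 100% = L-leucinethiol positive control wells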
CFTR F508del cor: correctors of CFTR F508del function in bronchial epithelial cells | CFBE cells, YFP halide quenching; stimulated with forskolin plus potentiator P3; % fluorescence drop versus neutral controls | activity (quench increase), % at 7.58 µM | hit rate 0.36% among 350,000 | AID 720511;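 active = mean added fluorescence quench of at least 8% versus neutral control, with both replicates also reaching 8%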;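 also: cells transiently co-express mutant CFTR-F508del with the halide-sensitive YFP; corrector assay measuring rescue of mutant channel to the surface after 24 h compound exposure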
SIRT5 block: blocks human SIRT5 desuccinylation of peptide | Q9NXA8 | Purified SirT5, succinyl-peptide AMC, trypsin-coupled fluorescence | inhibition, % at 15 µM | hit rate 1.1% among 330,000; in the data active = inhibition above about 15%
An asterisk follows results filed as active; . = not tested or not shown; & = joins results of further samples; [ ] = remark or other dose.

nr	SMILES	ERp5 inh	CASP6 VEID inh	CFTR F508del cor	ERAP1 HTS inh	SIRT5 block	DENV2 CPE rescue	miR122 inh
1	O=C(NCCCN1CCOCC1)c1ccccc1N1C(=O)[C@@H]2Cc3c([nH]c4ccccc34)C(c3ccc(F)cc3)N2C1=O (some centres not stated)	4	1	3.7	-2	-1	-9	4
2	C[C@@H]1CN([C@@H](C)CO)C(=O)Cc2cc(NC(=O)CCN3CCOCC3)ccc2O[C@H]1CN(C)CC1CC1	-4	-1	-1.3	1	0	-8	3[16.7 µM]
3	NC(=O)c1ccc(NC(=O)CN2CCN(c3ccccc3)CC2)cc1	3	-1	-2.0	4	-3	18	3
4	O=C(Nc1ccc2c(c1)[C@H]1C[C@@H](CC(=O)N3CCOCC3)O[C@@H](CO)[C@H]1O2)c1ccc2c(c1)OCO2	.	.	1.2	.	.	-7	-2[16.7 µM]
5	C[C@@H]1CN([C@@H](C)CO)C(=O)Cc2cc(NS(=O)(=O)c3cccs3)ccc2O[C@@H]1CN(C)Cc1ccccc1	1	2	1.3	1	1	-4	0[16.7 µM]
6	COc1ccc(C2(CNC(=O)C(=O)Nc3ccc(C)cc3)CCOCC2)cc1	-1	-4	-0.6	-1	-5	3	.
7	C[C@H](CO)N1C[C@H](C)[C@@H](CN(C)S(=O)(=O)c2cccc(F)c2)Oc2ncc(Br)cc2C1=O	3&3	1&-3	-0.7&1.7	0&4	-2&0	-9&17	2
8	CO[C@H]1CN(C)C(=O)c2ccc(NC(C)=O)cc2OC[C@H](C)N(Cc2cccc(F)c2)C[C@@H]1C	.	1	0.8	-7	1	11	.
9	COc1ccccc1C(=O)COC(=O)c1nc(Cl)ccc1Cl	-20	-2	-0.5	-1	-3	-8	2
10	COc1ccc2c3c(n(C)c2c1)[C@@H](CO)N(S(C)(=O)=O)CC31CCN(C(=O)C2CCC2)CC1	-13	0	0.2	1	.	3	.
11	COc1cccc(CCc2nnc(CCC(=O)NC(C)Cc3cccs3)o2)c1 (configuration not stated)	7	-3	0.2	-2	-2	7	4
12	O=C(CC(=O)N/N=C/c1c(Cl)cccc1Cl)NCc1cccnc1	8	1	2.1	2	-3	13	-4
13	Cc1ccc(NC(=S)NC2CC3CCC(C2)N3Cc2ccco2)cc1C (configuration not stated)	-1	-2	0.1	-1	-1	2	-1
14	CCC(CNC(=O)c1c(C)nn(-c2ccccc2)c1Cl)c1ccccc1 (configuration not stated)	3	0	1.1	-1	-3	-5	.
15	Cc1noc(C)c1NC(=O)N(C)C[C@@H]1OCCCC[C@@H](C)Oc2ccc(NS(=O)(=O)c3c(C)noc3C)cc2C(=O)N([C@H](C)CO)C[C@H]1C	-2	2	1.8	-3	2	0	9[16.7 µM]
16	O=C(Nc1ccn(CCCNCc2cccc3ccccc23)c(=O)n1)OCc1ccccc1	4	-3	2.2	6	-1	7	-4
17	COc1ccc(S(=O)(=O)Nc2ccc3c(c2)C(=O)N([C@@H](C)CO)C[C@H](C)[C@@H](CN(C)S(=O)(=O)c2cccs2)OCCCC[C@@H](C)O3)cc1	0	0	2.8	4	13	-3	16[16.7 µM]
18	CCn1c(=S)[nH]c2cc(S(=O)(=O)N3CCOCC3)ccc21	-3	1	-3.0	2	.	-12	-6
19	COc1ccc(S(=O)(=O)N2CCOCC2)cc1C(=O)NC1CCCCC1	10	-1	0.7	2	-2	-1	7
20	CN1C(=O)c2cc(NC(=O)NC3CCCC3)ccc2OC[C@H]2O[C@@H](CC(=O)NCC3CC3)CC[C@H]21	1	-2	-2.8	3	-5	-5	7[16.7 µM]
21	O=C(Nc1ccc(S(=O)(=O)N2C[C@@H]3C[C@@H](C2)c2cccc(=O)n2C3)cc1)c1ccc(F)cc1	1	-2	-2.7	5	.	11	-10
22	O=C(NCCCN1CCCC1)c1ccc(CS(=O)(=O)c2ccc(Br)cc2)o1	4	-3	-0.3	0	.	-3	1
23	COc1ccc(S(=O)(=O)N2CCC(C(=O)N[C@@H](C)C(=O)NCc3ccccn3)CC2)cc1	2	0	0.8	-3	-6	-13	-5
24	Cc1ccn2c(=O)nc(SCC(=O)c3ccccc3)nc2c1	7	6	-2.0	-3	2	-2	3
25	COc1ccc(C2N(c3ccc(OC)cc3)C(=O)C3CCCN32)cc1 (configuration not stated)	-1	-2	2.3	-3	.	-12	.
26	Cc1nnc(SCc2cc([N+](=O)[O-])cc3c2OCOC3)[nH]c1=O	2	2	-0.7	0	-5	1	6
27	Cc1cnc(NC(=O)c2cc(-c3ccccc3)nn2-c2ccccc2)s1	-4	-2	-0.1	1	2	5	-5
28	C[C@H](CO)N1C[C@H](C)[C@H](CN(C)Cc2ccccn2)Oc2cc(C#CCN(C)C)ccc2S1(=O)=O	-3	-7	1.1	4	1	-6	-5[16.7 µM]
29	Cc1cc2nc(-c3ccc(Cl)cc3)c(CC3CCCCC3)n2c(C)c1Br	1	-2	3.6	.	-1	6	.
30	Cc1noc(C)c1NC(=O)N(C)C[C@H]1OCCCC[C@@H](C)Oc2ccc(NC(=O)Nc3ccc4c(c3)OCO4)cc2C(=O)N([C@@H](C)CO)C[C@H]1C	2	0	1.5	-3	-9	1	15[16.7 µM]
31	O=C(C[C@@H]1C[C@@H]2c3cc(NS(=O)(=O)c4ccc(F)cc4)ccc3O[C@@H]2[C@@H](CO)O1)N1CCCCC1	5	5	0.3	1	1	-9	13[16.7 µM]
32	COc1ccc(-n2ncc3c(Nc4cccc(C)c4)ncnc32)cc1	4	-1	-0.5	6	-6	-3	-1
33	O=C(Nc1ccccc1)NC1CCN(Cc2c(F)cccc2Cl)CC1	0	1	0.0	3	-2	3	-1
34	O=C(CCc1n[nH]c(=O)[nH]c1=O)N1CCOCC1	2	-3	1.4	.	.	4	-8
35	COc1ccccc1C(=O)NNC(=O)C(=O)Nc1ccc(C)c(Cl)c1	-1	-2	1.9	-1	-2	-2	1
36	C[C@H](CO)N1C[C@H](C)[C@@H](CN(C)C(=O)Nc2ccc(-c3ccccc3)cc2)OCc2ccccc2-c2c(n(C)c3ccccc23)C1=O	1	3	3.5	3	-3	19	.
37	Cc1nc(-c2cccc(NC(=O)c3ccc(-n4nccc4C)cc3)c2)cs1	1	-26	-1.6	1	-10	5	.
38	COCC#Cc1cnc2c(c1)C(=O)N([C@@H](C)CO)C[C@H](C)[C@H](CN(C)C(=O)CN1CCOCC1)O2	13	1	1.0	2	-1	0	0[16.7 µM]
39	CN(CC(=O)Nc1ccccc1C(F)(F)F)C(=O)COc1cccnc1[N+](=O)[O-]	-1	5	-0.2	5	-5	.	.
40	C[C@@H]1CCCCO[C@@H](CN(C)CC2CCCCC2)[C@H](C)CN([C@H](C)CO)C(=O)c2cc(NC(=O)Nc3ccc4c(c3)OCO4)ccc2O1	-19	3	3.3	-5	-1	-15	-18[16.7 µM]
41	N#CCCN(C(=O)COC(=O)c1cccc(S(=O)(=O)Nc2ccc([N+](=O)[O-])cc2)c1)c1ccccc1	-2	0	.	-3	5	-3	.
42	CO[C@H]1CN(C)C(=O)c2ccc(NC(C)=O)cc2OC[C@H](C)N(S(=O)(=O)c2cn(C)cn2)C[C@@H]1C	2	-2	2.1	0	3	-6	.
43	COc1ccc(/C=C/C(=O)OC2CCCCC2CN(C)C)cc1 (configuration not stated)	-6	-5	-0.3	.	-3	-1	-4
44	CCOc1ccc(Br)cc1S(=O)(=O)Nc1cccc(S(=O)(=O)N(C)C)c1	2	0	1.0	2	-4	-7	.
45	Cc1ccc(CNC(=O)c2ccc(F)c(S(=O)(=O)N3CCOCC3)c2)cc1	7	0	2.0	-3	7	1	-1
46	CN1CCN(C(=O)C2=C[C@H](C3CC3)C[C@H](OCCCCO)O2)CC1	-6	0	0.0	0	-3	-8	.
47	CCS(=O)(=O)Nc1ccc(Cc2ccc(NS(=O)(=O)CC)cc2)cc1	3	-2	-2.1	2	1	-7	0
48	CC(=O)C1C(c2ccc(Cl)cc2)c2c(n[nH]c2C)CC1(C)O (configuration not stated)	-11	-2	1.9	0	-1	-5	-1
49	Cc1onc(-c2ccccc2Cl)c1C(=O)NCc1ccc2c(c1)cc(C)n2C	-2	0	4.1	5	4	1	-3
50	CCOC(=O)C(CCSC)Nc1nc(Cl)nc(Nc2ccc(Cl)cc2)n1 (configuration not stated)	-1	0	5.0	2	.	3	-4
51	C[C@@H]1CN([C@H](C)CO)C(=O)c2cc(NC(=O)C3CCCCC3)ccc2O[C@@H](C)CCCCO[C@H]1CN(C)C(=O)Nc1cccc2ccccc12	2	-1	1.5	-4	2	6	29[16.7 µM]
52	O=C(COc1ccc([N+](=O)[O-])cc1)Nc1ccccc1C(=O)NC1CC1	5	-3	-3.4	3	3	2	.
53	CC(C)C#Cc1cnc2c(c1)C(=O)N([C@H](C)CO)C[C@@H](C)[C@@H](CN(C)C(=O)c1cccc(F)c1)O2	-11	-3	0.6	2	0	-1	-7[16.7 µM]
54	COc1ccc(CCNC(=O)Cn2c(-c3nonc3N)nc3ccccc32)cc1OC	2	0	.	-2	-3	.	-7
55	NC(=O)c1ccc(OCC(F)(F)C(F)(F)C(F)(F)C(F)(F)C(F)(F)C(F)F)cc1	-1	-2	2.6	12	-2	14	-4

Of the compounds above, these contain fluorine:
nr	SMILES	ERp5 inh	CASP6 VEID inh	CFTR F508del cor	ERAP1 HTS inh	SIRT5 block	DENV2 CPE rescue	miR122 inh
1	O=C(NCCCN1CCOCC1)c1ccccc1N1C(=O)[C@@H]2Cc3c([nH]c4ccccc34)C(c3ccc(F)cc3)N2C1=O (some centres not stated)	4	1	3.7	-2	-1	-9	4
7	C[C@H](CO)N1C[C@H](C)[C@@H](CN(C)S(=O)(=O)c2cccc(F)c2)Oc2ncc(Br)cc2C1=O	3&3	1&-3	-0.7&1.7	0&4	-2&0	-9&17	2
8	CO[C@H]1CN(C)C(=O)c2ccc(NC(C)=O)cc2OC[C@H](C)N(Cc2cccc(F)c2)C[C@@H]1C	.	1	0.8	-7	1	11	.
21	O=C(Nc1ccc(S(=O)(=O)N2C[C@@H]3C[C@@H](C2)c2cccc(=O)n2C3)cc1)c1ccc(F)cc1	1	-2	-2.7	5	.	11	-10
31	O=C(C[C@@H]1C[C@@H]2c3cc(NS(=O)(=O)c4ccc(F)cc4)ccc3O[C@@H]2[C@@H](CO)O1)N1CCCCC1	5	5	0.3	1	1	-9	13[16.7 µM]
33	O=C(Nc1ccccc1)NC1CCN(Cc2c(F)cccc2Cl)CC1	0	1	0.0	3	-2	3	-1
39	CN(CC(=O)Nc1ccccc1C(F)(F)F)C(=O)COc1cccnc1[N+](=O)[O-]	-1	5	-0.2	5	-5	.	.
45	Cc1ccc(CNC(=O)c2ccc(F)c(S(=O)(=O)N3CCOCC3)c2)cc1	7	0	2.0	-3	7	1	-1
53	CC(C)C#Cc1cnc2c(c1)C(=O)N([C@H](C)CO)C[C@@H](C)[C@@H](CN(C)C(=O)c1cccc(F)c1)O2	-11	-3	0.6	2	0	-1	-7[16.7 µM]
55	NC(=O)c1ccc(OCC(F)(F)C(F)(F)C(F)(F)C(F)(F)C(F)(F)C(F)F)cc1	-1	-2	2.6	12	-2	14	-4
